# Screening data: PubChem BioAssay, several laboratories
# CCHFV vOTU inh – CCHFV vOTU protease inhibition | hit rate 0.55% among 370,000 | inhibition, % at 11.5 µM | Pep-AMC fluorescence; in the data active = inhibition above about 30%; also: 0% = vehicle wells with enzyme and 100% = no enzyme wells
# Mtb BioA inh – BioA (M. tuberculosis) enzyme inhibition; purified M. tuberculosis BioA enzyme, plate reader; AID 602481; inhibition, % at 9.99 µM; hit rate 0.096% among 360,000; in the data active = inhibition above about 40%
# BoNT-F LC inh – inhibitors of Botulinum neurotoxin F light chain protease; Multiplex microsphere protease cleavage assay, flow cytometry; inhibition, % at 10 µM; hit rate 0.22% among 360,000; AID 588497; in the data active = inhibition above about 35%, passing the limit was not always enough; also: plate controls were buffer without enzyme for full effect and enzyme alone for no effect
# Active calls of the source: *; . = no result given. Only part of the results is shown (hit frequency here may not be typical).
1. CCOC(=O)[C@]12CCC=C1N(Cc1cccc3ccccc13)C(=O)[C@H](CC(=O)NCCc1ccccc1OC)C2
2. Cc1ccc(C(=O)NCCN2CCC(n3c(=O)[nH]c4ccccc43)CC2)cc1F
3. CCCCNC(=O)C[C@@H]1C[C@@]2(C(=O)OC)CCCCC=C2N(Cc2ccco2)C1=O
4. C[C@H](c1ccccc1)N1C[C@@H](COCc2ccccc2)Oc2cc(N3CCC[C@@H]3CO)ccc2S1(=O)=O
5. C[C@@H]1O[C@H](C2CC2)Cc2[nH]c(=S)[nH]c(=O)c21
6. Cc1cccc(C)c1-n1nnnc1C1(C)CCC(=O)N1c1ccc(N2CCOCC2)cc1 (configuration not stated)
7. CCOC(=O)[C@]12CCC=C1N(Cc1cccc3ccccc13)C(=O)[C@H](CC(=O)N1CCC(c3ccccc3)CC1)C2
8. FC(F)(F)c1cc(Cl)c2nc(-c3ccc(Cl)cc3)c(Cc3ccsc3)n2c1
screen / no. | 1 | 2 | 3 | 4 | 5 | 6 | 7 | 8
CCHFV vOTU inh | 2.3 | -2.8 | 5.1 | 24.5 | 4.0 | 3.7 | 16.9 | 28.5
Mtb BioA inh | . | . | . | . | . | . | . | .
BoNT-F LC inh | -5.7 | -8.8 | 1.8 | -10.1 | 8.1 | -8.0 | -1.1 | 10.0

9. CC(=O)N1Cc2cc(C(=O)NCC(F)(F)F)nc(-c3cccc(-c4cc5ccccc5o4)c3)c2[C@@H]1CCO
10. CCCCn1nnnc1C1(C)CCC(=O)N1CCc1ccc(O)cc1 (configuration not stated)
11. C/C=C/c1cccc(-c2nc(C(=O)N3CCN(C)CC3)cc3c2[C@@H](CCO)N(C(=O)NC(C)C)C3)c1
12. COc1ccc([C@H]2CC(=O)C[C@@H](CCn3cc(Cc4ccccc4)nn3)O2)cc1
13. C[C@@H]1COc2cccc(N(C)CCO)c2S(=O)(=O)N1
14. O=S1(=O)CC(N2CCCCC2)CN1Cc1cn(Cc2cccc(C(F)(F)F)c2)nn1 (configuration not stated)
15. CCCCC[C@H](C)N1C[C@H](COCc2ccccc2)Oc2cc(N3CCC[C@H]3C(N)=O)ccc2S1(=O)=O
16. CCCCn1nnnc1C1(C)CCC(=O)N1Cc1cccc(F)c1 (configuration not stated)
screen / no. | 9 | 10 | 11 | 12 | 13 | 14 | 15 | 16
CCHFV vOTU inh | 11.4 | 4.8 | 4.6 | 7.4 | 6.4 | 0.0 | 28.1 | -4.7
Mtb BioA inh | . | . | . | . | . | . | . | .
BoNT-F LC inh | -4.2 | -3.5 | -12.3 | -1.1 | -2.4 | 0.7 | 4.9 | 16.1

17. CCOC(=O)[C@]12Cc3c(cc(OC)c(OC)c3OC)[C@H]1N(CCC(=O)OC)C(=O)c1cc(OC)ccc12
18. COC(=O)[C@@H]1N=C(c2ccc(OC)cc2)O[C@]12C(=O)N(C)c1cccc(Cl)c12
19. O=S1(=O)N[C@H](Cc2ccccc2)COc2cc(N3CCSCC3)ccc21
20. CCOC(=O)[C@]12CCCC=C1N(Cc1cccc3ccccc13)C(=O)[C@H](CC(=O)NCc1ccc(C)o1)C2
21. Cc1cc2nc(-c3ccc(Cl)cc3)c(Cc3ccsc3)n2c(C)c1Br
22. COC(=O)[C@]12CCCCC=C1N(Cc1cccc3ccccc13)C(=O)[C@H](CC(=O)NCCCN1CCCC1=O)C2
23. O=C(NCCN1CCC(n2c(=O)[nH]c3ccccc32)CC1)c1ccccc1Cl
24. CCCCNC(=O)C[C@@H]1C[C@@]2(C(=O)OCC)CCC=C2N(CCC2=CCCCC2)C1=O
screen / no. | 17 | 18 | 19 | 20 | 21 | 22 | 23 | 24
CCHFV vOTU inh | -4.0 | -5.3 | 8.5 | 22.0 | 4.1 | -55.8 | 5.5 | 13.6
Mtb BioA inh | . | . | . | . | . | . | . | .
BoNT-F LC inh | -6.8 | -11.9 | -4.2 | -7.3 | -5.3 | 5.3 | -8.6 | -6.5

25. COC(=O)[C@]12CCCCC=C1N(CCC1=CCCCC1)C(=O)[C@H](CC(=O)NCc1ccc(OC)c(OC)c1)C2
26. CC1(c2nnnn2Cc2ccccc2)CCC(=O)N1Cc1ccco1 (configuration not stated)
27. CC(C)(OOC1(c2ccccc2)NC(=O)c2ccccc21)c1ccccc1 (configuration not stated)
28. CC(C)C[C@@H]1CC2=C(C(=O)OC(C)(C)O2)[C@H](c2ccc(Cl)cc2)O1
29. CC1=C(C(=O)N2CCCCCC2)CC(CC(=O)NC2CCCC2)C(=O)N1CCC1=CCCCC1 (configuration not stated)
30. CCOC(=O)[C@]12Cc3cc(C)ccc3[C@H]1N(C)C(=O)c1ccccc12
31. CCCCc1c(-c2ccccc2OC)ncn1CCc1cccc(OC)c1
32. O=C(Nc1ccc2c(c1)OCCO2)C1c2ccccc2OCC(=O)N1CCc1ccccc1 (configuration not stated)
screen / no. | 25 | 26 | 27 | 28 | 29 | 30 | 31 | 32
CCHFV vOTU inh | 10.0 | -8.2 | 16.4 | 17.3 | 4.2 | -6.7 | 20.3 | -1.1
Mtb BioA inh | . | . | . | . | . | . | . | .
BoNT-F LC inh | 1.9 | -4.0 | -11.1 | -6.9 | 0.7 | -5.3 | 1.4 | -2.7

# Compound profiles (already shown). Order of screens: CCHFV vOTU inh	Mtb BioA inh	BoNT-F LC inh
# CC1(c2nnnn2Cc2ccccc2)CCC(=O)N1Cc1ccco1 (configuration not stated) is listed with -8.2	.	-4.0
# CC(C)C[C@@H]1CC2=C(C(=O)OC(C)(C)O2)[C@H](c2ccc(Cl)cc2)O1 is listed with 17.3	.	-6.9

# The list goes on:
33. COc1ccc([C@H]2CC(=O)C[C@@H](CCn3cc(-c4ccccn4)nn3)O2)cc1
34. CCC(c1nnnn1-c1ccc2c(c1)OCCO2)N1CCN(c2ccc(C(F)(F)F)cn2)CC1 (configuration not stated)
35. O=C1CCC[C@@H]2C=C[C@H](c3ccc(Br)cc3)[C@H]3CCN1[C@@H]32
36. O=C(NC1CCCC1)C1c2ccccc2OCC(=O)N1CCCN1CCOCC1 (configuration not stated)
37. O=C1NC[C@H](Cc2ccc(O)cc2)N(C[C@@H]2CCCN2C[C@H](Cc2ccccc2)N2C[C@H](Cc3ccc(O)cc3)N(CCc3ccccc3)C(=O)C2=O)C1=O
38. COc1ccc(Cn2cc(CN3CC(N4CCN(CCO)CC4)CS3(=O)=O)nn2)cc1 (configuration not stated)
39. CCCCCCCCN1C(=O)[C@H](CC(=O)NCCC(C)C)C[C@@]2(C(=O)OCC)CCCC=C12
40. COc1cccc(CNC(=O)[C@@H]2CCCN2C(=O)[C@@H]2CCCN2S(=O)(=O)c2ccc(OC)c(C)c2)c1
screen / no. | 33 | 34 | 35 | 36 | 37 | 38 | 39 | 40
CCHFV vOTU inh | 11.1 | 1.5 | 1.7 | -0.6 | 1.8 | -2.7 | 21.2 | 8.2
Mtb BioA inh | . | . | . | . | . | . | . | .
BoNT-F LC inh | 5.1 | 6.4 | -7.6 | -7.3 | -4.9 | -3.9 | -1.5 | 1.7

41. O=C1NC[C@H](CCCCN2CCN(Cc3ccccc3)C(=O)C2=O)N(CCC2CCCCC2)C1=O
42. CCOC(=O)[C@]12Cc3c(cc(OC)c(OC)c3OC)[C@H]1N(C(C)C)C(=O)c1ccccc12
43. C1=C(c2cn(-c3nc4ccccc4s3)nn2)CCCC1
44. CC1(c2nnnn2Cc2ccccc2)CCC(=O)N1CCc1ccccc1F (configuration not stated)
45. C=CCC[C@H](CCCCC)OC(=O)/C=C/[C@@H](O)[C@H](O)C[C@@H](O)CC=C
46. COC(=O)c1ccc2nc(-c3cccc(Cl)c3)c(CC3CCCCC3)n2c1
47. COc1ccc(CN2C(=O)CCCC2(C)c2nc3ccccc3[nH]2)cc1 (configuration not stated)
48. COc1ccc(-c2ccc3c(c2)c(Sc2ccccc2)c(-c2cc(OC)cc(OC)c2)n3C)cc1
screen / no. | 41 | 42 | 43 | 44 | 45 | 46 | 47 | 48
CCHFV vOTU inh | 3.4 | 3.5 | 9.3 | 24.7 | 18.3 | 6.6 | -0.2 | 2.5
Mtb BioA inh | . | . | . | . | . | . | . | .
BoNT-F LC inh | -5.4 | -0.5 | -1.5 | -2.9 | 6.7 | -5.1 | 0.7 | -3.5

49. CN1CCN(C2CN(Cc3cn(Cc4ccccc4)nn3)S(=O)(=O)C2)CC1 (configuration not stated)
50. Cc1ccc(Cn2cc(CN3CC(N4CCN(C5CCN(C)CC5)CC4)CS3(=O)=O)nn2)cc1 (configuration not stated)
51. CCCCC[C@@H](C)N1C[C@@H](COCc2ccccc2)Oc2cc(N3CCC[C@@H]3CO)ccc2S1(=O)=O
52. CCOC(=O)[C@]12CCC=C1N(Cc1ccco1)C(=O)[C@H](CC(=O)N1CCC(c3ccccc3)CC1)C2
53. CC(C)(C)n1nnnc1C(c1ccccc1)N1CCN(c2ncc(C(F)(F)F)cc2Cl)CC1 (configuration not stated)
54. Cc1ccc(Cn2cc(CN3CC(N4CCSCC4)CS3(=O)=O)nn2)cc1 (configuration not stated)
55. COC[C@H]1CCCN1c1ccc2c(c1)O[C@@H](COCc1ccccc1)CN([C@@H](C)c1ccccc1)S2(=O)=O
56. CCC(C)[C@H]1CNC(=O)C(=O)N1CCCCC1CCCCC1 (some centres not stated)
screen / no. | 49 | 50 | 51 | 52 | 53 | 54 | 55 | 56
CCHFV vOTU inh | 4.7 | -0.8 | 34.6* | 10.1 | 5.0 | -3.9 | 4.2 | 16.3
Mtb BioA inh | . | . | . | . | . | . | . | .
BoNT-F LC inh | -3.7 | -2.6 | -2.2 | 2.1 | -3.9 | 2.2 | -0.4 | -7.6

57. CC1OC(CCc2cccc(Cl)c2)Cc2[nH]c(=S)[nH]c(=O)c21 (configuration not stated)
58. COc1cccc(CNC(=O)[C@@H]2CCCN2C(=O)[C@H]2CCCCN2S(=O)(=O)c2ccc(OC)c(C)c2)c1
59. CCOC(=O)[C@]12CCC=C1N(Cc1ccc3c(c1)OCO3)C(=O)[C@H](CC(=O)NCC13CC4CC(CC(C4)C1)C3)C2
60. CC(C)C[C@@H]1COc2cccc(N(C)CCO)c2S(=O)(=O)N1
61. CCOC(=O)[C@]12CCCC=C1N(Cc1cccc3ccccc13)C(=O)[C@H](CC(=O)NCc1ccccc1)C2
62. CCOC(=O)[C@]12CCC=C1N(Cc1ccco1)C(=O)[C@H](CC(=O)NCCc1ccccc1OC)C2
63. CC1Cc2[nH]c(=S)[nH]c(=O)c2C(C)O1 (configuration not stated)
64. O=C1NC[C@H](CCCCN2C[C@H](Cc3ccc(O)cc3)N(CC3CCCCC3)C(=O)C2=O)N(CCc2ccc(O)cc2)C1=O
screen / no. | 57 | 58 | 59 | 60 | 61 | 62 | 63 | 64
CCHFV vOTU inh | 5.5 | 1.1 | 22.8 | -5.0 | 9.3 | -2.5 | 2.5 | 1.4
Mtb BioA inh | . | . | . | . | . | . | . | .
BoNT-F LC inh | 1.7 | 5.0 | 2.1 | -1.5 | -2.7 | 5.8 | 2.8 | -6.2

65. O=C1NC[C@@H](CCCCN2CCN(CCc3ccccc3)C(=O)C2=O)N(CCC2CCCCC2)C1=O
66. CCCC(=O)Nc1ccc2c(c1)C(=O)N(C)[C@H]1CC[C@@H](CC(=O)OC)O[C@@H]1CO2
67. CC(C)NC(=O)N(C)C[C@H]1OCc2cn(nn2)CCCC(=O)N([C@H](C)CO)C[C@@H]1C
68. O=C(C[C@H]1CC[C@@H]2[C@H](COC[C@@H](O)CN2C(=O)C2CC2)O1)NCc1ccccc1Cl
69. COC(=O)C[C@@H]1CC[C@H]2[C@@H](COc3ccc(NC(=O)Nc4ccccc4C)cc3C(=O)N2C)O1
70. COC(=O)C[C@H]1CC[C@@H]2[C@H](COc3ccc(NC(=O)c4cccc(Cl)c4)cc3C(=O)N2C)O1
71. CCN(C[C@@H]1[C@@H](c2ccccc2)[C@H](CO)N1S(C)(=O)=O)C(=O)C1CCC1
screen / no. | 65 | 66 | 67 | 68 | 69 | 70 | 71
CCHFV vOTU inh | 0.7 | -7.4 | -6.4 | -11.4 | 0.1 | -6.3 | -2.2
Mtb BioA inh | . | -1.7 | -1.5 | 0.2 | 0.2 | -0.1 | -2.5
BoNT-F LC inh | -5.9 | . | . | . | . | . | .

# Among those listed so far, ten have a Cl atom.
8. FC(F)(F)c1cc(Cl)c2nc(-c3ccc(Cl)cc3)c(Cc3ccsc3)n2c1
18. COC(=O)[C@@H]1N=C(c2ccc(OC)cc2)O[C@]12C(=O)N(C)c1cccc(Cl)c12
21. Cc1cc2nc(-c3ccc(Cl)cc3)c(Cc3ccsc3)n2c(C)c1Br
23. O=C(NCCN1CCC(n2c(=O)[nH]c3ccccc32)CC1)c1ccccc1Cl
28. CC(C)C[C@@H]1CC2=C(C(=O)OC(C)(C)O2)[C@H](c2ccc(Cl)cc2)O1
46. COC(=O)c1ccc2nc(-c3cccc(Cl)c3)c(CC3CCCCC3)n2c1
53. CC(C)(C)n1nnnc1C(c1ccccc1)N1CCN(c2ncc(C(F)(F)F)cc2Cl)CC1 (configuration not stated)
57. CC1OC(CCc2cccc(Cl)c2)Cc2[nH]c(=S)[nH]c(=O)c21 (configuration not stated)
68. O=C(C[C@H]1CC[C@@H]2[C@H](COC[C@@H](O)CN2C(=O)C2CC2)O1)NCc1ccccc1Cl
70. COC(=O)C[C@H]1CC[C@@H]2[C@H](COc3ccc(NC(=O)c4cccc(Cl)c4)cc3C(=O)N2C)O1
screen / no. | 8 | 18 | 21 | 23 | 28 | 46 | 53 | 57 | 68 | 70
CCHFV vOTU inh | 28.5 | -5.3 | 4.1 | 5.5 | 17.3 | 6.6 | 5.0 | 5.5 | -11.4 | -6.3
Mtb BioA inh | . | . | . | . | . | . | . | . | 0.2 | -0.1
BoNT-F LC inh | 10.0 | -11.9 | -5.3 | -8.6 | -6.9 | -5.1 | -3.9 | 1.7 | . | .
